Assay outcomes (PubChem BioAssay)
Rat MKP-3 inhibitors = MKP-3 phosphatase inhibitors, primary screen, biochemical, rat enzyme, in vitro (AID 425); recombinant MKP-3 phosphatase activity, fluorescence; higher % means a stronger effect; inhibition, % at 20 µM, or IC50 in µM where a hit was titrated; 110,000 tested, 0.17% active; in the data active = inhibition above about 50%;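 note: plate controls were vehicle for no effect and reference inhibitor for full effect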
Hsp70 inhibitors = Hsp70 inhibitors, probe displacement, primary screen, biochemical, fluorescence polarization (AID 583) | displacement, % at 20 µM; hits with a dose series show IC50 in µM | 140,000 tested, 0.06% active | Hsp70 fluorescence polarization probe displacement, mP; higher % means a stronger effect; in the data active = displacement above about 50%;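 note: plate controls were vehicle for no effect and reference ligand for full effect; a part of the inactive calls stands beside numbers as strong as those of hits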
An asterisk follows results filed as active.

mol | Rat MKP-3 inhibitors | Hsp70 inhibitors
OCCOCCN1CCN(C(c2ccccc2)c2ccc(Cl)cc2)CC1 (stereo not drawn) | -4% | 3.9%
COc1cc(C(=O)NCCCCCC(=O)O)cc(OC)c1OC | -3% | -5.4%
CCOC(=O)Nc1ccc2c(c1)N(C(=O)CCN1CCOCC1)c1ccccc1S2 | -5% | -1.9%
Cc1oncc1C(=O)Nc1ccc(C(F)(F)F)cc1 | -2% | 1.1%
COC(=O)c1ccccc1NC(=O)/C=C/c1ccccc1Cl | 3% | -3.6%
OCC(O)CN1CCN(c2ccccc2)CC1 (stereo not drawn) | 2% | 0.3%
CCCN(CCC)C(=O)C(CCC(=O)O)NC(=O)c1ccccc1 (stereo not drawn) | -4% | -3.8%

Full records as entered above.
CCOC(=O)Nc1ccc2c(c1)N(C(=O)CCN1CCOCC1)c1ccccc1S2 across the screens: Rat MKP-3 inhibitors = -5%; Hsp70 inhibitors = -1.9%
COC(=O)c1ccccc1NC(=O)/C=C/c1ccccc1Cl across the screens: Rat MKP-3 inhibitors = 3%; Hsp70 inhibitors = -3.6%

These rows are one share of the data; the hit share may differ from the screen's.
